Bioassay records: PubChem, ICCB-Longwood Screening Facility, Harvard Medical School
Polio RdRp inh – inhibitors of poliovirus RNA polymerase binding and polymerization | P03300 | poliovirus polymerase elongation, fluorescence polarization; active compounds read low | % elongation, % (compound at 16.7 µg/mL) | 0.66% of 150,000 active; in the data active means % elongation below about 90%; further: some results filed as inactive read as strong as hits
Target sequence (P03300 1749-2209 limits assumed): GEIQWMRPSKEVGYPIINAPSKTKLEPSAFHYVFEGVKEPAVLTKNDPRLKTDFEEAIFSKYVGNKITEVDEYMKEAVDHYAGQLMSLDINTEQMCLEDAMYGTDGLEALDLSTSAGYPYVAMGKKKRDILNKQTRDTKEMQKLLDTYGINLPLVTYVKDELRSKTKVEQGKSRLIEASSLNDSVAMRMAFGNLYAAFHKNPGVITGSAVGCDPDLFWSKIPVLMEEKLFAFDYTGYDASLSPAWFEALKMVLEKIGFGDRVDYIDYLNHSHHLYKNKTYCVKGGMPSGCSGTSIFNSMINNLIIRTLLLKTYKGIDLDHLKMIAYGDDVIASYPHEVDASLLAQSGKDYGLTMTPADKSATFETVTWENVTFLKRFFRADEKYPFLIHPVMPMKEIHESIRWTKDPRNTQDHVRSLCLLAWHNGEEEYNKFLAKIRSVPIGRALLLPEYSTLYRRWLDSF
Polio RdRp inh FP z-score – also measured in Polio RdRp inh; calls as there; z-score; measured here: FP z-score; hits read low
* = called active by the depositor.

The opening 4 compounds as a preview:
O=C(NCc1ccc2c(c1)OCO2)C1CCCN(c2nc3ccsc3c(=O)s2)C1 (stereo unspecified) was read as Polio RdRp inh 99 and Polio RdRp inh FP z-score -0.1.
CCOc1ccc(Cc2nc(C)c(CC(N)=O)c(=O)[nH]2)cc1 was read as Polio RdRp inh 100 and Polio RdRp inh FP z-score -0.7.
O=C(O)c1ccc(Nc2ncnc3ccc(Br)cc23)cc1 was read as Polio RdRp inh 102 and Polio RdRp inh FP z-score 0.
`COc1ccc2sc(N)nc2c1` gave Polio RdRp inh 103 and Polio RdRp inh FP z-score 0.2.

This part in full, from the first entry:
O=C(NCc1ccc2c(c1)OCO2)C1CCCN(c2nc3ccsc3c(=O)s2)C1 (stereo unspecified) was read as Polio RdRp inh 99 and Polio RdRp inh FP z-score -0.1.
CCOc1ccc(Cc2nc(C)c(CC(N)=O)c(=O)[nH]2)cc1 was read as Polio RdRp inh 100 and Polio RdRp inh FP z-score -0.7.
O=C(O)c1ccc(Nc2ncnc3ccc(Br)cc23)cc1 was read as Polio RdRp inh 102 and Polio RdRp inh FP z-score 0.
`COc1ccc2sc(N)nc2c1` gave Polio RdRp inh 103 and Polio RdRp inh FP z-score 0.2.
`CCCCC1(C)OC(=O)C(=Cc2ccc(SC)cc2)C(=O)O1` (stereo unspecified) gave Polio RdRp inh 101 and Polio RdRp inh FP z-score 0.
Cc1ccc(C)c(N2CCN(c3ccc(NC(=O)c4cccs4)cc3C(=O)O)CC2)c1 was read as Polio RdRp inh 111 and Polio RdRp inh FP z-score 1.1.
For CC(C)OCC(O)CN (stereo unspecified) the results were Polio RdRp inh 102 and Polio RdRp inh FP z-score 0.2.
For O=C1OCCC1NC1=NCCC1 (stereo unspecified) the results were Polio RdRp inh 105 and Polio RdRp inh FP z-score 0.3.
Screening CCOc1ccccc1NC(=O)c1ccc(Br)cc1 returned Polio RdRp inh 103 and Polio RdRp inh FP z-score -0.1.
Screening Cn1ncc2c(Nc3ccccc3)ncnc21 returned Polio RdRp inh 96 and Polio RdRp inh FP z-score -1.1.
For Cc1ccc(C)c(N2CCN(CCCNC(=O)CN3C(=O)CSc4ncccc43)CC2)c1 the results were Polio RdRp inh 101 and Polio RdRp inh FP z-score -0.1.
Cc1ccc2nc(Nc3ccccc3)cc(C)c2c1 was read as Polio RdRp inh 110 and Polio RdRp inh FP z-score 0.8.
`Cc1nnc(SCc2ccc(C#N)cc2)n1C1CC1` gave Polio RdRp inh 99 and Polio RdRp inh FP z-score -0.1.
Screening O=C1CCCN1C(=O)CSc1n[nH]c(=O)n1CCc1ccccc1 returned Polio RdRp inh 105 and Polio RdRp inh FP z-score 0.2.
For Cc1nnsc1C(=O)Nc1cccc(C(F)(F)F)c1 the results were Polio RdRp inh 97 and Polio RdRp inh FP z-score -1.9.
For CCN1CCN(C(=O)/C(C#N)=c2\s/c(=C\c3ccco3)c(=O)n2-c2ccc(Cl)cc2)CC1 the results were Polio RdRp inh 109 and Polio RdRp inh FP z-score 0.7.
`CC(C)c1ccc(NC(=O)c2cc(S(=O)(=O)NCCC3=CCCCC3)ccc2F)cc1` gave Polio RdRp inh 110 and Polio RdRp inh FP z-score 0.5.
CC(=O)Nc1cccc(NC(=O)c2cc3c(=O)n4cccc(C)c4nc3n2C)c1 was read as Polio RdRp inh 111 and Polio RdRp inh FP z-score 0.8.
`CSc1cccc(NC(=O)Cn2ncn3c(cc4ccccc43)c2=O)c1` gave Polio RdRp inh 117 and Polio RdRp inh FP z-score 3.4.
CCC1(C)OC(c2ccc(Br)cc2)=Nc2ccccc21 (stereo unspecified) was read as Polio RdRp inh 101 and Polio RdRp inh FP z-score -0.2.

Random excerpt: three entries already listed.
CCOc1ccc(Cc2nc(C)c(CC(N)=O)c(=O)[nH]2)cc1 was read as Polio RdRp inh 100 and Polio RdRp inh FP z-score -0.7.
For Cc1nnsc1C(=O)Nc1cccc(C(F)(F)F)c1 the results were Polio RdRp inh 97 and Polio RdRp inh FP z-score -1.9.
CCC1(C)OC(c2ccc(Br)cc2)=Nc2ccccc21 (stereo unspecified) was read as Polio RdRp inh 101 and Polio RdRp inh FP z-score -0.2.

New compounds follow:
CN(C)c1ccc(NC(=O)CN2CCN(CC(=O)Nc3ccc(Br)cc3)CC2)cc1 was read as Polio RdRp inh 104 and Polio RdRp inh FP z-score -0.7.
`COc1ccc(CNC(=O)CCc2c(C)nn(-c3ccc(N4CCCCC4)nn3)c2C)cc1` gave Polio RdRp inh 103 and Polio RdRp inh FP z-score -0.5.
For Cc1nnc(Sc2cc(C(=O)NCCc3ccccc3)c3ccccc3n2)s1 the results were Polio RdRp inh 103 and Polio RdRp inh FP z-score 1.
Screening COc1ccc(C2N(C)c3ccccc3N2C)cc1 returned Polio RdRp inh 102 and Polio RdRp inh FP z-score 0.4.
CC(C)(C)c1ccc(-c2[nH]nc(NS(=O)(=O)c3ccccc3)c2Br)cc1 was read as Polio RdRp inh 101 and Polio RdRp inh FP z-score -0.9.
`CCOC(=O)Cn1nc(-c2ccccc2)c2ccccc2c1=O` gave Polio RdRp inh 101 and Polio RdRp inh FP z-score -0.1.
Screening COc1cccc(Cn2cc(S(=O)(=O)c3ccc(C)cc3)c(=O)c3cc4c(cc32)OCO4)c1 returned Polio RdRp inh 99 and Polio RdRp inh FP z-score -1.6.
Screening O=C(CC(F)(F)F)Nc1ccccn1 returned Polio RdRp inh 100 and Polio RdRp inh FP z-score -0.1.
`Cc1cc2nn(-c3ccccc3)nc2cc1NC(=O)c1cccs1` gave Polio RdRp inh 107 and Polio RdRp inh FP z-score 0.4.
`CCOc1ccc(C(=O)Nc2ccc(S(=O)(=O)Nc3nc(C)cc(C)n3)cc2)cc1OC` gave Polio RdRp inh 110 and Polio RdRp inh FP z-score 0.7.
For O=C(Cc1ccsc1)OC(C(=O)c1ccccc1)c1ccccc1 (stereo unspecified) the results were Polio RdRp inh 103 and Polio RdRp inh FP z-score 0.6.
COc1ccc(N2CCN(C(=O)c3cnc(SC)nc3C)CC2)cc1 was read as Polio RdRp inh 107 and Polio RdRp inh FP z-score 0.1.
CCOC(=O)COc1ccc(C2=Nc3ccccc3NC(c3ccccc3)C2)cc1 (stereo unspecified) was read as Polio RdRp inh 105 and Polio RdRp inh FP z-score 0.3.
CCC(=O)NCc1nc(-c2ccccc2)no1 was read as Polio RdRp inh 102 and Polio RdRp inh FP z-score -0.1.
`CCCCn1c2ccccc2c2nnc(SCC(=O)N=C3NC(=O)CS3)nc21` gave Polio RdRp inh 99 and Polio RdRp inh FP z-score -0.8.
`CCCCc1ccc(-n2nc3cc(C)c(NC(=S)NC(=O)c4ccco4)cc3n2)cc1` gave Polio RdRp inh 101 and Polio RdRp inh FP z-score 0.1.
Screening COCCNC(=O)c1ccc(N2CC3CC(C2)c2cccc(=O)n2C3)c(NC(=O)c2ccc(F)cc2)c1 (stereo unspecified) returned Polio RdRp inh 102 and Polio RdRp inh FP z-score 0.6.
O=C(COc1ccccc1)c1ccc(O)c(O)c1O was read as Polio RdRp inh 101 and Polio RdRp inh FP z-score 0.4.
For C=CCSc1ncnc2c1sc1nc(CC)c3c(c12)CCCC3 the results were Polio RdRp inh 104 and Polio RdRp inh FP z-score 0.7.
`O=C(CSc1nc2c(oc3ccccc32)c(=O)[nH]1)Nc1cccc(Cl)c1` gave Polio RdRp inh 101 and Polio RdRp inh FP z-score -1.1.
For CC1CCC(C(=O)NC(Cc2c[nH]c3ccccc23)C(=O)NCc2cccnc2)CC1 (stereo unspecified) the results were Polio RdRp inh 103 and Polio RdRp inh FP z-score 0.5.
`CCc1ccc(NC(=O)CSc2nc(-c3cccc(OC)c3)nc3c2Cc2c(CO)cnc(C)c2O3)cc1` gave Polio RdRp inh 100 and Polio RdRp inh FP z-score -1.4.
`Cc1[nH]nc2nc(SCC(=O)NCCc3ccccc3)n(-c3ccccc3Cl)c(=N)c12` gave Polio RdRp inh 100 and Polio RdRp inh FP z-score -1.1.
Cc1ccc(CSc2nc(=O)c3c(C)cc(C)nc3n2C2CC2)cc1 was read as Polio RdRp inh 107 and Polio RdRp inh FP z-score -0.3.
`C=CCN(CC=C)S(=O)(=O)c1ccc(C(=O)Nc2ccccc2-c2nc3ccccc3[nH]2)cc1` gave Polio RdRp inh 103 and Polio RdRp inh FP z-score 0.3.
Screening Cc1nc(/N=C(/N)NC(=O)Cc2ccccc2)nc2ccccc12 returned Polio RdRp inh 100 and Polio RdRp inh FP z-score -0.4.
COc1ccc(OCC(=O)N(Cc2cccs2)c2ccc(OC)cc2)cc1 was read as Polio RdRp inh 108 and Polio RdRp inh FP z-score 0.1.
For Cc1ccc(NC(=O)CNC(=O)c2ccc(Br)o2)c(C)c1 the results were Polio RdRp inh 100 and Polio RdRp inh FP z-score -0.5.
CCc1cccc(NC(=O)Cn2nc(CC)n3c(cc4cc(C)ccc43)c2=O)c1 was read as Polio RdRp inh 109 and Polio RdRp inh FP z-score 0.4.
CCCNC(=O)c1ccc2c(c1)ncn2-c1cc(OC)ccc1OC was read as Polio RdRp inh 102 and Polio RdRp inh FP z-score 0.1.
`Cc1cc(C)cc(Nc2cc(=O)oc3ccccc23)c1` gave Polio RdRp inh 103 and Polio RdRp inh FP z-score 0.4.
Cc1cc(=O)n(C(C)C(=O)N2CCCc3ccccc32)c2c1c(C)nn2-c1ccccc1 (stereo unspecified) was read as Polio RdRp inh 101 and Polio RdRp inh FP z-score -1.2.
For CCN1CCN(C(=O)/C=C/c2cccs2)CC1 the results were Polio RdRp inh 100 and Polio RdRp inh FP z-score -0.2.
Screening CC1CCCN(C(=O)COC(=O)c2ccccc2O)C1 (stereo unspecified) returned Polio RdRp inh 102 and Polio RdRp inh FP z-score 0.1.
For O=C(O)CCc1nnc2ccc(Cl)nn12 the results were Polio RdRp inh 101 and Polio RdRp inh FP z-score -0.2.
CCC(=O)N1N=C2C3CCN(CC3)C2C1c1ccccc1 (stereo unspecified) was read as Polio RdRp inh 99 and Polio RdRp inh FP z-score -0.7.
Screening O=C(COC(=O)c1cc(=O)[nH]c(=O)[nH]1)Nc1ccccc1 returned Polio RdRp inh 99 and Polio RdRp inh FP z-score -0.2.
`O=C(O)CCCC(=O)N1CCc2cc(S(=O)(=O)NCc3ccccc3)ccc21` gave Polio RdRp inh 99 and Polio RdRp inh FP z-score -0.9.
Cc1ccc(Cc2nnc(C(=O)NCc3ccccc3)o2)cc1 was read as Polio RdRp inh 100 and Polio RdRp inh FP z-score -1.
O=C1C(Cc2ccc(F)cc2)Sc2nc3ccccc3n21 (stereo unspecified) was read as Polio RdRp inh 105 and Polio RdRp inh FP z-score 0.2.
For CCOC(=O)C1=C(N)Oc2c(c(C)nn2-c2ccccc2)C12C(=O)N(C)c1ccccc12 (stereo unspecified) the results were Polio RdRp inh 101 and Polio RdRp inh FP z-score 0.1.
CC(C)(C)c1ccc(NC(=O)/C=C/c2ccc(-c3cccs3)s2)cc1 was read as Polio RdRp inh 102 and Polio RdRp inh FP z-score -0.1.
`O=C(O)CN1CC(=O)NC1=O` gave Polio RdRp inh 107 and Polio RdRp inh FP z-score 1.
`O=C(Nc1ccc(C(F)(F)F)cc1)C1CCN(c2cnccn2)CC1` gave Polio RdRp inh 113 and Polio RdRp inh FP z-score 1.7.
For O=C(O)c1ccc(OC(=O)c2ccccc2)cc1 the results were Polio RdRp inh 101 and Polio RdRp inh FP z-score 0.1.
CC(C)c1c(C#N)c(N)nc(SCC(=O)c2ccc(Cl)c(Cl)c2)c1C#N was read as Polio RdRp inh 100 and Polio RdRp inh FP z-score -0.3.
For CCOC(=O)COc1ccc(F)cc1C(=O)c1ccn2nc(-c3ccc(Cl)cc3)cc2n1 the results were Polio RdRp inh 103 and Polio RdRp inh FP z-score -0.5.
Cc1c(C(=O)N2CCCCC2)sc(NC(=O)C(C)C)c1C#N was read as Polio RdRp inh 102 and Polio RdRp inh FP z-score 0.1.
CNC(=O)C1C2C=CC3(O2)C1C(=O)N(C1CC1)C3C(=O)NCc1ccc(OC)cc1 (stereo unspecified) was read as Polio RdRp inh 102 and Polio RdRp inh FP z-score 0.2.
For CCn1c(C(=O)N2CCC(C(=O)N3CCN(c4ccc(OC)cc4)CC3)CC2)cc2sccc21 the results were Polio RdRp inh 104 and Polio RdRp inh FP z-score -0.5.

These rows are one share of the data, so the mix of outcomes need not match the whole.
